High-throughput results: PubChem BioAssay, Broad Institute
DENV2 CPE rescue = inhibitors of DENV2 cytopathic effect, primary screen, cell-based, plate reader, single concentration; 350,000 compounds, 1.7% hits; CPE inhibition, % at 9.99 µM; DENV2-infected cells, cytopathic effect rescue; in the data active = CPE inhibition above about 20%, passing the limit was not always enough; inconclusive = no clear call, values can overlap the other calls; tested in BHK-21 cells;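 also: 0% = median of neutral control wells and 100% = median of positive control wells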
EWS-Fli block = EWS/Fli-driven NR0B1 reporter inhibitors, primary screen, A673 cells, NR0B1 luciferase, luminescence, MLPCN library; AID 651661, 2012; viability-normalised; 350,000 compounds, 0.67% hits; inhibition, % at 12.6 µM;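 active = mean inhibition of at least 50% after viability correction, with every replicate also passing that limit; inconclusive = mean reaches 50% but only one of two replicates passes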;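 also: firefly luciferase signal divided by Alamar Blue viability fluorescence both relative to DMSO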
ARNT TACC3 PPI = disruptors of ARNT/TACC3 protein interaction, primary screen, biochemical, AlphaScreen, single concentration. Transforming acidic coiled-coil-containing protein 3 (Homo sapiens), Q9Y6A5. AlphaScreen His-ARNT PAS-B/GST-TACC3 binding, luminescence; TACC3 fragment carries E629A point mutation. inhibition, % at 9.99 µM. 390,000 compounds, 0.66% hits. AID 623870, 2012;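 active = mean inhibition of replicates at least 50% and at least half of replicates each reaching 50%; inconclusive = half or more replicates reach 50% but mean below 50%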;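 also: 0% = complete ARNT plus TACC3 wells and 100% = ARNT alone without TACC3; many hits fall short of the cut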
PAX8 inh HTS = inhibitors of PAX8-driven TPO luciferase reporter, primary screen, RMG-I cells, single concentration | 360,000 compounds, 1.2% hits | inhibition, % at 12.6 µM | SteadyGlo, 24 h;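 active = mean replicate inhibition at least 60% with every replicate also reaching 60%; inconclusive = only one of the two criteria is met; inactive = mean below 60% and not all replicates reaching 60%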;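 also: luciferase light reporting Pax8 driven TPO promoter activity; plate controls were median of neutral control wells for no effect and mitoxantrone controls for full effect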
CASP6 VEID inh = human caspase-6 inhibitors, primary screen, biochemical, VEID-R110 fluorescence, single point, set 2. inhibition, % at 12.5 µM. purified caspase-6, Z-VEID-R110 cleavage fluorescence. 350,000 compounds, 0.53% hits. P55212. AID 686996, 2013;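 active = mean inhibition across replicates at least about 35%, with every replicate also reaching that limit, limit read from the data; inconclusive = only one of the two criteria met; inactive = neither criterion met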;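 also: 0% = median of neutral control wells and 100% = no fluorescence left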
Target sequence (P55212 24-179 limits assumed): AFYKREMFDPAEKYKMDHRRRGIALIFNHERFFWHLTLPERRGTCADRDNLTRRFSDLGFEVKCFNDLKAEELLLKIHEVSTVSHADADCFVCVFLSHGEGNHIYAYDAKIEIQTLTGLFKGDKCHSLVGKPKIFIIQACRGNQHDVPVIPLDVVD
Target sequence (P55212 194-293 limits assumed): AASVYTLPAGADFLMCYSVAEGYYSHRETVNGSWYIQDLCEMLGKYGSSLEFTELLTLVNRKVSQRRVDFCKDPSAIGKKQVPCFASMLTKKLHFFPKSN
LGR2 inh = inhibitors of bursicon-induced LGR2 CRE-luciferase signal, primary screen, cell-based, HEK293, CRE-luciferase reporter, bursicon stimulation | AID 720647, 2013 | 380,000 compounds, 0.35% hits | inhibition, % at 9.99 µM | bursicon-stimulated, 4 h;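 active = drop in luminescence signal, shown as inhibition above about 50% in the replicate tests, limit read from the data, passing the limit was not always enough; inconclusive = probably only some replicates passing the limit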;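 also: agonist challenge used bursicon conditioned medium at about half maximal strength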
SIRT5 block = SIRT5 desuccinylase inhibitors, primary screen, biochemical, fluorescence imaging, single point, set 5. NAD-dependent protein deacylase sirtuin-5, mitochondrial (Homo sapiens), Q9NXA8. Purified SirT5, succinyl-peptide AMC, trypsin-coupled fluorescence. inhibition, % at 15 µM. 330,000 compounds, 1.1% hits. AID 652115, 2013; in the data active = inhibition above about 15%; inconclusive = no clear call, values can overlap the other calls
Target sequence (Q9NXA8 whole entry, looked up): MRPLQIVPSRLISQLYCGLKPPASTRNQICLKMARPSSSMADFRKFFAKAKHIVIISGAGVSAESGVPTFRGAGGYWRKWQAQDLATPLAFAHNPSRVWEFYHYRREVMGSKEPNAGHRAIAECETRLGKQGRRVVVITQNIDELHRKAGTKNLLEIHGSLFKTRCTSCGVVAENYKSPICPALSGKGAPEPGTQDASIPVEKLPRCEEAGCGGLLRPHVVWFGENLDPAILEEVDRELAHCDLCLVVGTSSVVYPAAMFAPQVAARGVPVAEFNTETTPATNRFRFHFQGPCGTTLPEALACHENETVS
* marks the source's active call; other numbers are inactive results; u = inconclusive; x = no result given.

SMILES	DENV2 CPE rescue	EWS-Fli block	ARNT TACC3 PPI	PAX8 inh HTS	CASP6 VEID inh	LGR2 inh	SIRT5 block
COc1ccc(S(=O)(=O)Nc2ccc3c(c2)C(=O)N([C@H](C)CO)C[C@@H](C)[C@@H](CN(C)C(=O)c2ccncc2)OCCCC[C@@H](C)O3)cc1	-7	0	-8	13	0	12	-2
CCOCCCn1c(=O)c2ccccc2n2c(=S)[nH]nc12	0	1	-2	14	3	0	1
NNC(=O)c1ccc(COc2ccc([N+](=O)[O-])cc2)o1	-7	12	x	36	-6	x	-3
C[C@@H]1CN([C@H](C)CO)C(=O)Cc2cc(NC(=O)Nc3ccc(F)cc3)ccc2O[C@@H]1CN(C)C(=O)Nc1ccc(F)cc1	-5	-3	-2	x	x	12	0
CCOP(=O)(OCC)C(Nc1cccc(C(F)(F)F)c1)c1ccc(C)cc1 (stereo not given)	-5	10	-11	38	1	x	2
CCOC(=O)N1CCN(C(=O)CN(C)S(=O)(=O)c2ccc(OCC)cc2)CC1	-3	3	4	6	2	2	0
CCOC(=O)C1CCN(C(=O)Cn2cc(C(=O)OC)c3ccccc32)CC1	20	8	-1	4	2	6	18*
Cn1nc(C(=O)NNC(=O)c2ccc(Cl)c(S(N)(=O)=O)c2)c2ccccc2c1=O	-2	-4	5	10	2	-2	3
CCN1CCc2nc3ccccc3c(C(=O)Nc3ccc(C#N)cc3)c2C1	x	8	4	2	-5	13	-4
c1ccc(CC(Nc2ccccn2)c2ccccc2)cc1 (stereo not given)	x	x	7	26	x	8	x
Cc1noc(C)c1S(=O)(=O)N(C)C[C@@H]1OCCCC[C@@H](C)Oc2ccc(N(C)C)cc2C(=O)N([C@@H](C)CO)C[C@H]1C	2	1	23	15	2	-23	11
C[C@H]1CN([C@@H](C)CO)C(=O)c2cc(NC(=O)Nc3ccc4c(c3)OCO4)ccc2O[C@@H]1CN(C)Cc1ccc(C(=O)O)cc1	-1	-57	-8	x	0	17	4
CCOC(=O)C1=C(c2ccccc2)NC(=O)NC1c1cc(OC)c(OC)cc1OC (stereo not given)	-6	-3	-1	4	0	9	-3
CC(=O)N(CCS(=O)(=O)c1ccc(Cl)cc1)Cc1cccs1	-4	2	-10	-9	0	8	-1
CCN1CCN(c2ccc(S(=O)(=O)N3CCOCC3)cc2NC(=O)CCSC)CC1	-1	2	-16	-1	-113	-7	-6

For convenience, 3 of the compounds above:
SMILES	DENV2 CPE rescue	EWS-Fli block	ARNT TACC3 PPI	PAX8 inh HTS	CASP6 VEID inh	LGR2 inh	SIRT5 block
COc1ccc(S(=O)(=O)Nc2ccc3c(c2)C(=O)N([C@H](C)CO)C[C@@H](C)[C@@H](CN(C)C(=O)c2ccncc2)OCCCC[C@@H](C)O3)cc1	-7	0	-8	13	0	12	-2
CCOCCCn1c(=O)c2ccccc2n2c(=S)[nH]nc12	0	1	-2	14	3	0	1
NNC(=O)c1ccc(COc2ccc([N+](=O)[O-])cc2)o1	-7	12	x	36	-6	x	-3

(continued)
SMILES	DENV2 CPE rescue	EWS-Fli block	ARNT TACC3 PPI	PAX8 inh HTS	CASP6 VEID inh	LGR2 inh	SIRT5 block
CN(C)Cc1ccccc1CNC(=O)c1cccc(S(=O)(=O)Nc2ccc3c(c2)OCO3)c1	-2	-12	x	-21	-6	-8	x
CCOC(=O)CN(C(=O)COc1nc(-c2ccccc2)cc(C)c1C#N)c1ccccc1	-7	8	0	0	1	6	2
CCOn1c(=O)c(=O)n(OC)c2ccccc21	-5	8	-3	22	-2	9	-2
CO[C@H]1CN(C)C(=O)c2cc(NC(=O)C3CC3)ccc2OC[C@@H](C)N(CCc2ccccc2)C[C@H]1C	x	-1	-16	-13	x	4	x
CSc1nnc(C(C)(C)C)c(=O)n1/N=C/c1ccccc1O	11	1	-2	8	-5	8	-6
CC1=C(C(=O)N2CCCCCC2)CC(CC(=O)NCC2CCCCC2)C(=O)N1CCCN1CCCC1=O (stereo not given)	-4	4	x	3	-1	-1	x
CCOC(=O)[C@]12CCC=C1N(Cc1ccc(Cl)cc1Cl)C(=O)[C@H](CC(=O)NCC1CCCCC1)C2	5	-9	x	23	-1	-19	x
Cc1cc(C)c(SCCc2ccncc2)c(C)c1	1	16	-5	33	-2	9	-1
COc1ccc(C)cc1N(C(=O)c1ccccc1)c1nc2ccccc2s1	x	x	2	28	x	5	x
CCN(C(=O)COC(=O)/C=C/c1cccc([N+](=O)[O-])c1)c1c(N)n(Cc2ccccc2)c(=O)[nH]c1=O	1	8	-1	8	2	6	-4
O=[N+]([O-])c1ccc(C(O)CC(O)CSc2nc(-c3ccccc3)c(-c3ccccc3)o2)cc1 (stereo not given)	9	5	19	-1	2	x	-1
Cc1ccc(N2CC(C(=O)NC3CC3)CC2=O)cc1Cl (stereo not given)	-1	2	-23	-10	0	-1	-1
CCn1cnc2cc(NC(=O)c3cccs3)ccc21	6	-65	1	-128	3	-35	-7
CCN(CC(=O)NCC(=O)Nc1cccc(C)c1C)Cc1ccccc1	61*	4	x	9	2	0	-3
CN1C(N)=NC(=O)/C1=C/c1ccccc1F	1	-1	-3	-1	4	-15	-2
Cc1cccc2c(=O)c(-c3ccc(Cl)cc3)c(NC(=O)c3ccco3)oc12	14	1	7	2	2	4	2
CCCNC(=O)c1ccc(N2CCC3(CC2)CC(c2cccc(Br)c2)=NO3)c([N+](=O)[O-])c1	-6	25	-2	21	-2	16	-1
CCOc1ccc(NC(=O)CN(C)C(=O)c2cccnc2Sc2ccc(C)c(C)c2)cc1OCC	-15	x	x	10	4	5	-1
CC(C)c1ccc(/C=C2\C(=O)N(CCN3CCOCC3)C(=S)N2C)cc1	0	1	x	28	x	21	-8
COc1ccc(S(=O)(=O)N2CCC(C(=O)NCc3cccnc3)CC2)cc1OC	0	-3	-1	2	-4	12	-12
O=C(c1cc(=O)[nH]c2ccccc12)N1CCc2ccccc2C1	x	8	-7	22	0	20	-4
C/C=C/c1ccc2c(c1)O[C@H](CN(C)C(=O)c1cccc(F)c1)[C@@H](C)CN([C@@H](C)CO)S2(=O)=O	6	-6	4	x	4	17	4
COc1ccc(CCNC(=O)COC(=O)C2CC2C)cc1OC (stereo not given)	9	-1	0	-2	-1	-17	-1
C[C@H]1CN([C@@H](C)CO)C(=O)c2cc(-c3cccc(F)c3)cnc2O[C@@H]1CN(C)S(=O)(=O)c1cccc(F)c1	19	0	0	x	0	-2	-1
CCN(C(=O)CN1C(=O)NC2(CCc3ccccc32)C1=O)C1CCS(=O)(=O)C1 (stereo not given)	18	-2	x	26	-1	-9	0
CS(=O)(=O)Nc1ccc(C2=NN(C(=O)c3ccco3)C(c3ccco3)C2)cc1 (stereo not given)	4	x	7	2	4	14	1
CC(C)C[C@H]1CN(CCCC[C@H]2CNC(=O)C(=O)N2Cc2ccccc2)C(=O)C(=O)N1CCC1CCCCC1	2	13	x	13	0	-10	x
COC(=O)C1CCN(C(=O)CC(NC(=O)C(F)(F)F)c2cccs2)CC1 (stereo not given)	-8	0	-11	8	-1	-7	-3
O=C(OCC(=O)N1CCCC1=O)c1cc(S(=O)(=O)N2CCOCC2)ccc1F	-1	3	1	-5	1	-12	-6
COc1ccc(NC(=O)Nc2ccc3c(c2)CC(=O)N([C@@H](C)CO)C[C@H](C)[C@@H](CN(C)S(=O)(=O)c2cn(C)cn2)O3)cc1	-5	-4	-20	-13	-2	8	1
O=C(COc1ccccc1)OCC(=O)N1CCCc2ccccc21	13	1	10	x	-2	10	0
CCn1c(SCc2cccc(F)c2)nnc1-c1ccncc1	47*	3	-8	5	1	9	-1
Cc1[nH]n(C)c(=O)c1[N+](=O)[O-]	-4	-3	1	-6	-8	1	1
OC[C@H]1[C@H](c2ccc(C3=CCCC3)cc2)[C@H]2CN(CCC(F)(F)F)CCCCN21	-1	18	6	-20	-1	x	2
CO[C@H]1CN(C)C(=O)c2cc(NC(=O)Nc3ccccc3F)ccc2OC[C@@H](C)NC[C@@H]1C	2	6	-2	x	x	-18	10
COCCN(C(=O)c1cc(Cl)nc2ccccc12)c1c(N)n(Cc2ccccc2)c(=O)[nH]c1=O	9	2	-3	3	2	2	-1
CC(C)CC(OC(=O)c1nsc(Cl)c1Cl)C(=O)NC1CCCC1 (stereo not given)	5	8	8	-5	3	14	-3
CS(=O)(=O)Nc1ccc2c(c1)[C@H]1C[C@@H](CC(=O)NC3CCCCC3)O[C@H](CO)[C@H]1O2	3	1	-15	-1	2	5	-1
COc1cccc(CNC(=O)COC(=O)CN2C(=O)NC3(CCCCC3C)C2=O)c1 (stereo not given)	3	-4	-26	-11	-4	14	-4
COc1ccc(NC(=O)CN2C(=O)C(=O)N(C3CCCC3)C2=O)c(OC)c1	0	1	x	-4	4	-9	-2
Cc1nc2ccc(Br)cn2c1C(=O)N/N=C\c1ccccc1[N+](=O)[O-]	-1	7	x	8	3	20	-8
CCN(CC)C(=S)SCC(=O)Nc1nc(-c2ccccc2)c(-c2ccccc2)o1	7	22	-2	22	-2	3	2
O=C(O)c1cc(-n2nnnc2SCc2ccc([N+](=O)[O-])cc2)ccc1Cl	13	9	5	-12	3	-3	-2
CC(c1ccccc1C(=O)O)c1cc(F)cc2ccccc12 (stereo not given)	0	5	x	-8	7	1	x
Cc1cccc(CNC(=O)Cn2ccc3cc(S(=O)(=O)N4CCCCCC4)ccc32)c1	-1	3	-6	-10	-1	11	-1
CCCCNC(=O)COC(=O)c1ccc(C)c(NC(=O)c2ccco2)c1	1	-1	-4	9	2	-4	-17
O=C(C[C@H]1CC[C@H]2[C@@H](COC[C@@H](O)CN2Cc2cc(F)ccc2F)O1)NCc1ccc(Oc2ccccc2)cc1	9	x	8	x	0	-5	6
COc1ccc(CCNC(=O)c2c(C)noc2C)cc1	2	3	-14	x	50*	2	4
CCC(=O)Nc1ccc2c(c1)C(=O)N(C)C[C@H](OC)[C@H](C)CN(C(=O)Cc1cccnc1)[C@H](C)CO2	6	0	-5	x	x	-6	-4
CCOC(=O)C1=C(COC(=O)[C@H](C)NS(=O)(=O)c2ccc(NC(C)=O)cc2)NC(=O)NC1C (stereo not given in full)	-4	-5	-13	1	2	-15	-4
O=C(CSc1nnc(NC2CCCCC2)s1)NCc1ccco1	0	-9	-15	8	5	-27	2
COc1cc2c(cc1NC(=O)c1cccc(S(=O)(=O)N(C)C)c1)oc1ccccc12	x	x	1	18	x	-38	x
CCOc1ccccc1N1CCN(C(=O)c2cccs2)CC1	u	10	-2	6	2	7	x
CNS(=O)(=O)c1cccc(C(=O)OCC(=O)NCc2ccccc2)c1	x	x	-3	x	-2	-7	5
COc1ccc(OC)c(NC(=O)CCc2nnc3ccc(NCc4ccco4)nn23)c1	4	x	2	12	8	-30	2
CCCN(CC(=O)Nc1ccccc1OC)C(=O)c1ccc(=O)[nH]c1	-5	4	0	1	1	2	3
COc1ccc(NC(=O)C2(C)Cc3c(-c4ccc(NC(C)=O)cc4)ccnc3O2)cn1 (stereo not given)	7	-5	x	11	0	8	x
O=C(COC(=O)COc1ccccc1)Nc1ccc(Cl)cn1	3	-1	x	2	-1	19	1
CC(=O)N1CC[C@@H]2[C@H]1c1cc(-c3cccc(F)c3)ccc1N(C)[C@H]2CO	3	-6	-14	-8	-1	22	-5
CC(=NNc1nc2ccccc2s1)c1ccncn1	-2	-51	70*	0	-2	-11	-3
OCCC1CN(CCCc2ccccc2)CCN1Cc1ccc(F)cc1 (stereo not given)	20	15	-4	-11	-4	0	-5
CC(=O)N1CCOc2ccc(S(=O)(=O)NC[C@H]3O[C@@H](n4ccc(N)nc4=O)[C@H](O)[C@@H]3O)cc21	-8	2	x	-16	-1	2	6

Hits appear at their usual frequency; any-hit rate near 4.9%.
